# From PubChem
# MITF inh = blocks human microphthalmia-associated transcription factor; O75030; AlphaScreen MITF homodimerization, bead proximity signal; inhibition, % at 2.6 µM; 650,000 tested, 0.91% active; in the data active = inhibition above about 50%;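 also: 0% = vehicle wells with protein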
# TEAD-YAP block = TEAD-YAP interaction inhibition; 640,000 tested, 1.4% active; inhibition, % at 9.12 µM; HEK-TIYL cells, TEAD-Gal4/YAP UAS-luciferase luminescence; AID 1259422; in the data active = inhibition above about 32%;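 also: 0% = median of test compound wells and 100% = reference inhibitor wells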
# FBW7 act = human FBW7 E3 ligase activation, primary screen; AlphaScreen FBW7–phospho-cyclin E peptide binding, activator screen; normalized activity (activation), % at 26.1 µM; 650,000 tested, 0.13% active; in the data active = normalized activity above about 1.9%;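 also: purified mutant Fbw7 with reduced substrate affinity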
# Target sequence (Q969H0 whole entry, looked up): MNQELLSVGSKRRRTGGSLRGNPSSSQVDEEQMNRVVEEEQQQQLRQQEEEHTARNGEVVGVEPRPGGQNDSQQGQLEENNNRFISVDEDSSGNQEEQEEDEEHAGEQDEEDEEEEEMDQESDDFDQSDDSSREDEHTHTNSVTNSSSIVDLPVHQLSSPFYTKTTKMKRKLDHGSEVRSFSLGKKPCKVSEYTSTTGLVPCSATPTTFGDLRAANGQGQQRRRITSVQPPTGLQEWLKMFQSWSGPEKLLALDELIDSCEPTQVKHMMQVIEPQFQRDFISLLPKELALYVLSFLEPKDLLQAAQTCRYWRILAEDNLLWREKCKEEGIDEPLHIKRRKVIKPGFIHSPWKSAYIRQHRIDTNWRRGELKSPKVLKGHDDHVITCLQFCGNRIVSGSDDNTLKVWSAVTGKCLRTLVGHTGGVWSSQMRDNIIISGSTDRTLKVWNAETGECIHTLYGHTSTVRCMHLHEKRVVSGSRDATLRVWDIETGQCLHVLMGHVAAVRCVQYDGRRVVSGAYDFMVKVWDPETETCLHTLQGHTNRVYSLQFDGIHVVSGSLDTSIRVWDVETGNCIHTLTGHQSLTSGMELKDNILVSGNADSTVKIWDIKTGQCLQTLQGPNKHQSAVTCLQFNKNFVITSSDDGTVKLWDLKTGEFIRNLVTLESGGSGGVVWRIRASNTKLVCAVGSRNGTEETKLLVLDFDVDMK
# GPR151 ag = activates the human receptor GPR151 | Q8TDV0 | PathHunter beta-arrestin GPR151 cells, luminescence | 650,000 tested, 1% active | activation, % at 11.2 µM; in the data active = activation above about 4.9%;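 also: 0% = median of compound wells and 100% = cells with positive control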
# Active calls of the source: *; & = joins results of further samples.
SMILES,MITF inh,TEAD-YAP block,FBW7 act,GPR151 ag
CCOc1ccccc1C1Nc2ccccc2NC2=C1C(=O)CC(c1ccc(Cl)cc1)C2 (configuration not stated),23.9,-3.8,1.5,-1.4
COc1cc(Br)ccc1NC(=O)c1cccc([N+](=O)[O-])c1,7.8,-26.5,-0.2,-0.1
CCOc1ccc2nc(SCC(=O)Nc3cccc(OC)c3)sc2c1,9.1,1.0,0.2,0.6
COCCCNc1nccn2c(-c3ccc4[nH]ccc4c3)cnc12,12.6,16.2,0.1,0.8
CSc1ccccc1NC(=O)c1nn2c(c1Br)NC(c1ccc(Br)o1)CC2C(F)(F)F (configuration not stated),-0.2,-4.9,-0.1,1.4
Oc1ccccc1-c1nc2ccccn2c1NCc1ccco1,-9.3,2.5,-0.2,-0.7
c1cnc(Oc2ccc(CN3CCOc4ccc(CN5CCOCC5)cc4C3)cc2)nc1,17.6,2.2,0.6,0.5
CC(c1ccon1)N(C)C(=O)CC1(c2ccccc2Cl)CC(=O)N(C2CCCC2)C1=O (configuration not stated),4.0,-7.6,0.0,2.6
Cn1nc(NC(=O)COc2ccc(F)cc2)c2c1NC(=O)CC2c1ccccc1 (configuration not stated),-11.3,-1.5,0.1,0.7
Cc1ccc(Cn2c(=O)c3c(nc4n3CC(C)CN4c3ccccc3)n(C)c2=O)cc1 (configuration not stated),2.7,-7.4,-0.1,-0.8
C#CC(C)(CC)NC(=O)Cc1ccc([N+](=O)[O-])cc1 (configuration not stated),5.4,-8.8,0.0,0.2
Cn1c(C(=O)O)c(CC(=O)NC2CCCCCC2)c2ccccc21,10.2,7.6,-0.1,1.5
CCCN(CCC)S(=O)(=O)c1ccc(C(=O)Nc2nc3ccc(S(N)(=O)=O)cc3s2)cc1,-17.9,1.1,0.1,0.0
Cc1cc(C)c(NC(=O)CSc2cccc[n+]2[O-])c(C)c1,-9.5,0.4,-0.1,0.8
CC(OC(=O)CN1C(=O)NC2(CCCC2)C1=O)C(=O)Nc1ccc(C(F)(F)F)cc1 (configuration not stated),4.4,5.0,-0.1,-0.3
O=C(O)c1cccc(S(=O)(=O)NC2CCCc3ccccc32)c1 (configuration not stated),2.4,6.1,-0.2,-0.8
O=C(CNC1CCCCC1)N1CCc2ccccc2C1,40.5,4.4,0.5,-2.0
Cc1ccc(S(=O)(=O)N/N=C/c2ccc(OC(C)C(=O)O)cc2)cc1 (configuration not stated),-1.4,6.0,-0.2,-1.0
COc1ccc(C(=O)N2CC(C)OC(C)C2)cc1[N+](=O)[O-] (configuration not stated),6.8,6.8,0.2,0.5
O=C(CCC(=O)N/N=C/c1cccs1)NCc1ccccc1,2.7,-1.1,0.0,0.6

# Retrieved by compound from the list above:
SMILES,MITF inh,TEAD-YAP block,FBW7 act,GPR151 ag
Cn1nc(NC(=O)COc2ccc(F)cc2)c2c1NC(=O)CC2c1ccccc1 (configuration not stated),-11.3,-1.5,0.1,0.7
c1cnc(Oc2ccc(CN3CCOc4ccc(CN5CCOCC5)cc4C3)cc2)nc1,17.6,2.2,0.6,0.5
COc1cc(Br)ccc1NC(=O)c1cccc([N+](=O)[O-])c1,7.8,-26.5,-0.2,-0.1
C#CC(C)(CC)NC(=O)Cc1ccc([N+](=O)[O-])cc1 (configuration not stated),5.4,-8.8,0.0,0.2

# The listing picks up with the 2 entries that preceded the break.
SMILES,MITF inh,TEAD-YAP block,FBW7 act,GPR151 ag
COc1ccc(C(=O)N2CC(C)OC(C)C2)cc1[N+](=O)[O-] (configuration not stated),6.8,6.8,0.2,0.5
O=C(CCC(=O)N/N=C/c1cccs1)NCc1ccccc1,2.7,-1.1,0.0,0.6
Brc1ccccc1-c1nn2c(C3COc4ccccc4O3)nnc2s1 (configuration not stated),1.5,-10.0,0.0,-1.0
CCCCNc1nc2c(c(=O)n(Cc3ccc(Cl)cc3)c(=O)n2C)n1C,5.5,6.3,-0.1,-0.6
COC(=O)C(F)(Sc1ccc(O)cc1)C(F)(F)F (configuration not stated),12.4,-12.5,1.5,-1.9
COc1ccccc1N1CCN(c2ccc(C(F)(F)F)cn2)CC1,-3.8,-48.2,-0.1,0.9
COc1ccc(OCC(=O)N/N=C/c2ccncc2)cc1,-3.7,-1.7,0.1,2.7
COCc1nnc(NC(=O)c2ccc(OC)c([N+](=O)[O-])c2)s1,8.9,12.6,-0.1,-0.9
CC(=O)Nc1ccc(-c2nc3c(Cl)c(NC(C)=O)ccc3[nH]2)cc1Cl,-0.4,-14.2,0.1,0.4
CCOC(=O)c1ccc(N2C(=O)C(=O)/C(=C(/O)c3ccc(OC)cc3)C2c2cccc(F)c2)cc1 (configuration not stated),1.6,-5.1,0.7,0.3
Nc1cc(C(=O)OCC(=O)NCc2ccco2)ccc1Cl,20.0,1.2,0.1,-1.0
O=C(O)C1SCCN1S(=O)(=O)c1ccc2ccccc2c1 (configuration not stated),7.6,2.0,0.1,1.2
CCOC(=O)C(=O)N(c1ccccc1)c1ccc2ccccc2c1,-10.1,-42.8,-0.1,0.2
Cc1ccc(C(=O)NC(=S)Nc2ccccc2C(N)=O)cc1[N+](=O)[O-],1.2,-9.6,0.2,-0.3
O=C(CSc1nnc(NC(=O)Cc2ccccc2)s1)Nc1ccc(F)cc1,-7.8,6.7,0.5,-0.9
Cc1cccc(NC(=S)N(CCCN2CCCCC2)Cc2cccs2)c1,11.5,3.7,0.6,1.6
Cc1ccc(S(=O)(=O)N/N=C2/CCCc3ccccc32)cc1[N+](=O)[O-],14.0,1.0,-0.1,1.5
Cn1c(=O)n(C)c2cc([N+](=O)[O-])c(N3CCN(CCO)CC3)cc21,5.4,5.0,0.2,-1.4
Cn1cc(-c2ccnn2C)c(-c2ccnc(Nc3ccc(N4CCOCC4)cc3)c2)n1,7.1,-17.9,-0.3,0.4
COc1ccc(-c2csc(NC(=O)/C=C/C(=O)O)n2)cc1,4.2,-17.6,0.7,-1.7
O=C(NC(=S)NCc1ccccc1)c1ccc(Br)o1,-11.0,-12.3,0.2,-0.9
C=C(C)C(=O)Nc1nnc(-c2cccs2)s1,6.0,-4.0,0.2,-1.7
CC1=C(C(=O)Nc2ccc(C)cn2)C(c2cccc(Oc3ccccc3)c2)C2=C(CCCC2=O)N1 (configuration not stated),-2.4,4.9,-0.2,-0.2
O=C(/C=C/c1ccc2ncccc2c1)c1nc2ccccc2[nH]1,-1.5,2.0,-0.1,-1.9
Cc1cc2c(cc1C)CSC(c1cc(Br)cc(Br)c1O)SC2,7.3,1.3,0.3,-0.5
COc1ccc(Nc2nc(NCCc3ccccn3)c3cc(OC)c(OC)cc3n2)cc1,3.8,-22.4,-0.1,0.2
Cc1cc(OC(C)C(=O)O)nc(-c2ccccc2)n1 (configuration not stated),4.0,-5.8,-0.1,0.1
COC(=O)C12CC3CC(CC(NC(=O)c4ccc[nH]c4=O)(C3)C1)C2,20.4,12.1,0.4,0.1
CN1CCN(C(=O)Cn2c(=O)n(C)c3ccccc32)CC1,17.9,3.9,0.4,-0.2
COc1cc(/C(C)=N/NC(=O)C(O)(c2ccccc2)c2ccccc2)ccc1O,15.5,-2.6,0.1,-1.9
CCCCC1CCC(C(=O)Nc2c3c(nn2-c2ccc(F)cc2)CS(=O)C3)CC1 (configuration not stated),11.7,-0.6,0.1,-0.9
O=c1c2ccccc2n(Cc2cccc([N+](=O)[O-])c2)c(=O)n1C1CCCC1,9.3,1.6,-0.1,0.5
CCc1cc(C(=O)NCc2c(C)ncc3c2CCN(C(=O)C(=O)c2ccccc2)C3)n(C)n1,2.2,-4.6,0.1,-0.4
O=C1CC2(CCCC2)CC(=O)N1c1cccc(Cl)c1,-5.6,1.4,-1.6,0.8
O=C(CCNC(=O)c1ccc(Br)o1)NCC1CCCO1 (configuration not stated),-4.6,0.5,0.1,-0.2
Cc1ccc(-n2nnnc2SCc2ccc3c(c2)OCO3)cc1Cl,-10.1,0.3,0.1,-0.1
COc1ccccc1-n1ncc2c(C)nnc(SCC(=O)N3CCc4ccccc43)c21,4.1,1.1,-0.2,0.4
COc1c2ccoc2cc2oc(=O)ccc12,-13.3&11.8&-4.0,-4.8&-3.2&3.6,0.1&0.1&-0.1,0.8&1.6&0.8
Cc1ccc(CNC(=O)c2cc(-c3ccccc3)n[nH]2)cc1,-2.1,-14.6,-0.1,0.8
CCOc1cc(-c2noc(-c3cccs3)n2)ccc1OC,-2.2,-11.0,-0.2,-2.7
CCC(=O)Oc1ccc(C=O)cc1OC,5.2,2.2,-0.2,0.0
N#C/C(=C\c1c(Oc2ccccc2F)nc2ccccn2c1=O)C(=O)NC1CCCCC1,-8.7,-0.1,0.1,-8.4
CC[C@@H]1NC(=O)[C@@H]2C[C@H](NC(=O)c3ccc4ccccc4c3)CN2C1=O,12.3,11.9,-0.1,-0.4
CC(=O)N/N=C(\C)c1cc(C)c(C)cc1C,8.4,-5.8,-0.1,-0.5
CNC(=O)c1sc(=S)n(-c2ccc(OC)cc2)c1N,11.1,9.2,0.7,-0.2
COc1ccc(C(=O)Oc2ccc3c(C)c(CC(C)O)c(=O)oc3c2)cc1OC (configuration not stated),9.2,-3.0,0.2,-1.6
CCOC(=O)CN1C(=O)S/C(=C/c2ccc(C(=O)O)cc2)C1=O,0.0,-1.2,0.0,0.5
COCCCNCCOCCOc1cc(C(C)C)ccc1C,42.8,3.6,0.4,0.3
CC(=O)c1cc(-c2ccccc2)n(CCC(=O)N2CCc3ccccc32)c1C,7.6,-13.4,0.0,-1.7
CCc1ccccc1N(CC(=O)Nc1cccc(C(=O)OC)c1C)S(C)(=O)=O,7.8,5.3,0.2,0.9
COc1ccc(Cn2nnnc2C(c2ccccc2Cl)N2CCN(C)CC2)cc1 (configuration not stated),4.0,8.2,-0.1,-0.3
CCOc1ccc(NC(=O)c2nn(-c3ccc(OC)cc3)c(=O)c3ccccc23)cc1,15.9,7.7,-0.2,-0.1
O=C(O)C1CCCCC1C(=O)N1CCN(c2ccccc2Cl)CC1 (configuration not stated),19.7,6.9,0.1,4.4
COc1ccc(Cl)cc1S(=O)(=O)N1CCN(C(=O)c2ccco2)CC1,2.1,-7.7,0.0,1.3
Cc1nc(NC(=O)/C=C/c2ccccc2)sc1C(=O)N1CCCCC1,6.2,4.0,0.0,0.1
Cc1ccc(N(CC(=O)Nc2ccc(Br)c(C)c2)S(C)(=O)=O)c(C)c1,11.6,-14.1,1.1,-0.5
COc1ccc(N2C(=O)c3ccc(C(=O)O)cc3C2=O)c([N+](=O)[O-])c1,-0.2,-7.2,0.1,-0.5
CC(C)Oc1ccc(NC(=O)c2cncc(Br)c2)cc1,7.2,1.3,-0.1,-8.2
Nc1c(Br)cc(N2CCCC2)c2c1C(=O)c1ccccc1C2=O,25.1,4.3,0.5,-0.1
CCCCOc1ccc(CONC(=O)COc2ccc(Cl)cc2Cl)cc1,5.5,9.0,0.5,-0.4
O=C1CSC(c2ccccc2)N1Nc1nc(N2CCCCC2)nc(N2CCCCC2)n1 (configuration not stated),1.6,6.9,-0.1,1.0
O=C(Nc1ncc(S(=O)(=O)c2ccc([N+](=O)[O-])cc2)s1)c1ccc(Oc2ccccc2)cc1,7.0,4.2,-0.2,0.7

# (more compounds)
SMILES,MITF inh,TEAD-YAP block,FBW7 act,GPR151 ag
Cc1c(NC(=O)c2ccc(CSc3ccccc3)cc2)c(=O)n(-c2ccccc2)n1C,22.7,-12.2,0.4,-1.0
CCOc1ccc(/C=C(\NC(=O)c2ccccc2)C(=O)N2CCCCC2)c2ccccc12,5.2,4.2,-0.1,-1.3
COCCNS(=O)(=O)c1ccc2c(c1)CCN2C(=O)CCC(=O)O,5.0,1.4,0.0,0.5
CCc1nnc(NC(=O)CN2CCC(N3CCCCC3)CC2)s1,43.0,2.3,0.1,-1.2
CNC(=O)C(=O)NCCN1CCNCC1,-3.8,12.8,-0.2,0.5
NC(=O)CSc1nc2ccc(N3C(=O)c4cccc([N+](=O)[O-])c4C3=O)cc2s1,-2.4,3.2,-0.1,2.5
CCOC(=O)COc1ccc2oc(C(C)(C)C)c(C(=O)OCC)c2c1,8.6,6.1,0.1,1.5
COc1cccc2cc(C(N)=O)c(=Nc3ccc(C)cc3)oc12,-2.0,-62.3,0.6,-0.7
C[n+]1nn(Cc2ccc([N+](=O)[O-])cc2)c2ccccc21,11.1,15.8,0.5,-0.4
O=C(Cc1ccccc1)NC1CCN(c2nc(-c3ccccc3)cs2)CC1,3.3,-4.5,-0.1,1.1
CCOc1ccc(NC(=O)c2cccc(-n3ncc4cc(Nc5ccccc5F)ccc43)c2)cc1OC,-3.2,-0.9,-0.1,1.2
CN1CCN(C(=O)CSc2nc3ccccc3o2)CC1,19.4,-9.8,0.3,-1.7
CC(=O)c1cccc(NC(=O)COc2ccc(I)cc2)c1,-0.8,-4.0,-0.1,2.1
COc1cc(-c2[nH]nc3c2C(c2ccc(C(C)C)cc2)C(C#N)=C(N)O3)cc(OC)c1OC (configuration not stated),-4.8,9.3,-0.2,1.1
Cc1ccc(C)c(NC(=O)c2ccoc2C)c1,16.4,4.2,0.5,-1.8
COc1ccc(C(=O)C[n+]2ccc3ccccc3c2)cc1OC,4.6,-4.2,0.0,1.0

# Structural class, those above containing a cyano group.
SMILES,MITF inh,TEAD-YAP block,FBW7 act,GPR151 ag
N#C/C(=C\c1c(Oc2ccccc2F)nc2ccccn2c1=O)C(=O)NC1CCCCC1,-8.7,-0.1,0.1,-8.4
COc1cc(-c2[nH]nc3c2C(c2ccc(C(C)C)cc2)C(C#N)=C(N)O3)cc(OC)c1OC (configuration not stated),-4.8,9.3,-0.2,1.1
